AI-2 QS modul: Vibrio harveyi AI-2 quorum sensing modulation. Vibrio harveyi JMH597 AI-2 luminescence/OD600 ratio, 9 h; active compounds read low; strain lacks LuxN and CqsS sensors; 0 = neutral-control median. activity change, % at 7.5 µM. hit rate 0.4% among 300,000. AID 2094; in the data active = activity change below about -75%, passing the limit was not always enough; inconclusive = no clear call, values can overlap the other calls;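 note: luminescence divided by OD600 gain over 9 h not by final OD600 alone; inactives centre near 13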
HSP90 refold inh: HSP90 refolding inhibition in rabbit reticulocyte lysate; luciferase refolding luminescence, 3 h; inhibition, % at 5.6 µM; hit rate 0.91% among 290,000;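 active = inhibition above the screen-wide mean plus 3 SD, computed separately per campaign, cut at about 16% in these data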;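 note: 0% = DMSO wells and 100% = 60 µM geldanamycin wells; inhibitors lower the luminescence because luciferase stays unfolded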
GSK3B inh: blocks human GSK3beta kinase activity; P49841; GST-GSK3beta kinase, ADP-Glo luminescence, 60 min; active compounds read low; activity score (negative = inhibition), % at 10 µM; hit rate 0.038% among 300,000;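 active = more than half of replicate wells score below -50%, meaning over 50% inhibition versus plate controls; inconclusive = some replicates but at most half score below -50%; inactive = no replicate scores below -50%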;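 note: 0% = median DMSO wells and -100% = median GW8510 positive control wells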
Target sequence (P49841 whole entry, looked up): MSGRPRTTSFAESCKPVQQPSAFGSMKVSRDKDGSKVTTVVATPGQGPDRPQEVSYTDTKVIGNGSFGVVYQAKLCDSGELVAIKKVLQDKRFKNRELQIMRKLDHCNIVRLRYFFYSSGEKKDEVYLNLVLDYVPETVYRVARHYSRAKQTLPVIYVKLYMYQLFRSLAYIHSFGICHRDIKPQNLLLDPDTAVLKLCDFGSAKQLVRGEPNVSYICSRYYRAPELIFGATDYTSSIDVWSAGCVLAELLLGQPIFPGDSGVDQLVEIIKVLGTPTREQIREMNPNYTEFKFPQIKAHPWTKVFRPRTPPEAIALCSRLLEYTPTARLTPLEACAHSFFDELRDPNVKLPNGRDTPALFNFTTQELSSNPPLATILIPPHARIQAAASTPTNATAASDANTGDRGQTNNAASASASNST
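Test system: GST-tagged human GSK3beta kinase, cell-free; evaluation: activity score scaled between in-plate DMSO and GW8510 controls; measured by: ADP-Glo luminescence; incubation: 60 min reaction, RT; benchmarks: DMSO and 20 µM GW8510; reagent: peptide substrate plus 25 µM ATP (final); medium: Tris/MgCl2 kinase buffer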
KLF5 inh: inhibitors of KLF5 expression; DLD-1 KLF5 promoter-luciferase reporter, luminescence; hit rate 0.23% among 290,000; inhibition, % at 5 µM; AID 1700;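 active = inhibition above a per-plate limit of that plate's mean compound inhibition plus 3 SD, cut at about 60% in these data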;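 note: 0% = DMSO wells and 100% = LY294002 at 200 µM; higher means less KLF5 promoter-driven luciferase light; inactives centre near -14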
PolyA inhibitor: blocks polyadenylation in yeast reporter cells. S. cerevisiae SKY197-pL101 polyadenylation reporter, beta-gal luminescence; efflux-impaired pdr1/pdr3 knockout yeast; score 100 = 6 SD above DMSO. hit rate 0.02% among 300,000. calls only at 12 µM;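 active = lowest replicate activity score at least 50, where 100 means six control SD above control mean; inconclusive = lowest score under 50 but half or more replicates reach 50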;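 note: yeast exposed to compound for 9 h at 30 °C; higher score means more reporter readthrough which indicates perturbed polyadenylation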
GSK3A inh: inhibitors of human GSK-3 alpha kinase. inhibition, % at 10 µM. hit rate 0.1% among 320,000. ADP-Glo luminescence, 60 min;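 in the data active = inhibition above about 50%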;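 note: GST-tagged GSK-3 alpha with peptide substrate and 25 µM ATP; 0% = DMSO neutral wells and 100% = GW8510 positive control wells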
Target sequence (P49840 whole entry, looked up): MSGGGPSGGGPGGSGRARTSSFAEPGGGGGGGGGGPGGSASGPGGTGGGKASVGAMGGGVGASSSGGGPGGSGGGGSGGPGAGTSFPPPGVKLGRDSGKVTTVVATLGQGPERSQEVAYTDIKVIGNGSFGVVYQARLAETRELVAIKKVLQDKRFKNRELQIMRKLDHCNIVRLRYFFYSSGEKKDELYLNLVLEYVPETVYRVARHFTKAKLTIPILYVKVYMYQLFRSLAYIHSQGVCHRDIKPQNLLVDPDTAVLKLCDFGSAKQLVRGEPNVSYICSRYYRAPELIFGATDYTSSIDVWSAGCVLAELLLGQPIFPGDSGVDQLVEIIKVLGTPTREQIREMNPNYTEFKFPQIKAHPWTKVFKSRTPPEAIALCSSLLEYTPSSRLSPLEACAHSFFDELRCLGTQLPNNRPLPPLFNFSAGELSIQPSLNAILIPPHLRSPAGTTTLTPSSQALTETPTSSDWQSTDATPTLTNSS
IEC-6 cytotox: kills IEC-6 intestinal cells in KLF5 counter-screen; IEC-6 cytotoxicity, luminescence viability; inhibition, % at 5 µM; hit rate 0.78% among 290,000; AID 1825; in the data active = inhibition above about 22%;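 note: 0% = plate median of test compound wells and 100% = cytotoxic reference compound wells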
HSF1 activator: increases HSF-1 driven luciferase reporter signal; NIH3T3-HGL HSF-1 luciferase reporter, MG132, 8 h; 100% = twice DMSO control signal; activation, % at 9 µM; hit rate 1.7% among 300,000;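 active = mean replicate activation of at least 50% with a set share of replicates each reaching 50%; inconclusive = only one of those two conditions met; inactive = mean below 50% and too few replicates reaching it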;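 note: 0% = median of the neutral control wells and 100% = twice that signal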
aSyn 5UTR inh: MLPCN primary screen, SNCA 5' untranslated region; alpha-synuclein 5'UTR reporter, inhibitor activity; inhibition, % (tested at 7.5 µM); hit rate 0.82% among 300,000; AID 1813; in the data active = inhibition above about 60%; inconclusive = no clear call, values can overlap the other calls;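 note: H4 neuroglioblastoma cells stably carrying SNCA 5'UTR luciferase fusion; 0% = DMSO wells and 100% = positive control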
HSF1 inhib: HSF1 inhibition; NIH3T3-HGL HSE-luciferase, MG132-induced, luminescence 8 h; active compounds read low; activity change, negative = inhibition, % at 7.5 µM (by protocol); hit rate 0.77% among 300,000;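 active = more than half of replicate wells show activity change below -50%, luminescence cut by over half; inconclusive = some wells, but at most half, below -50%; inactive = no replicate well below -50%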;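 note: luciferase reports HSF-1 transcriptional activity via heat shock element; 0% = median of DMSO wells and -100% = zero luminescence signal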
* marks the source's active call; other numbers are inactive results; i = inactive; ? = inconclusive; nt = not tested or not shown; & = joins results of further samples.

Structure	AI-2 QS modul	HSP90 refold inh	GSK3B inh	KLF5 inh	PolyA inhibitor	GSK3A inh	IEC-6 cytotox	HSF1 activator	aSyn 5UTR inh	HSF1 inhib
Cc1ccc(C2(C)NC(=O)N(CC(=O)Nc3ccc(S(=O)(=O)Nc4nccs4)cc3)C2=O)cc1 (stereo unspecified)	20	nt	4	nt	i	0	nt	-11	16	2
Cc1ccc([N+](=O)[O-])c2c1C(N1CC(C)OC(C)C1)C(C)(C)O2 (stereo unspecified)	16	0	2	-33	i	0	-5	0	-28	-8
Cc1c(O)c(CN(C)C)cc2c1oc(=O)c1ccccc12	12	-2	-4	9	i	17	2	-5	8	-1
CCOC(=O)C1=C(C)N=C2SC(CC)C(=O)N2C1c1cccc(F)c1 (stereo unspecified)	52	5	0	-19	i	nt	2	5	14	8
COc1ccc(CCN2C(=O)CS/C2=N\NC(=O)c2ccc(C(C)(C)C)cc2)cc1OC	6	-2	-6	-9	i	0	-3	-20	16	2
Cc1ccc(NC(=O)CCNS(=O)(=O)c2ccc3[nH]c(=O)oc3c2)c(C)c1	8	-2	-2	-19	i	-4	-8	24	-18	3
CCCCNC(=O)C1CCN(Cc2ccc(OCc3ccccc3)c(OC)c2)CC1	21	0	0	-66	i	-4	-2	9	-115	7
Cc1ccc(C)c(NC(=S)NCc2ccccc2)c1	-5	0	0	-10	i	-1	-2	-3	-9	4
O=C(O)C1CCCCC1C(=O)Nc1ccccc1Nc1ccccc1 (stereo unspecified)	37	-5	5	-7	i	-2	-1	-4	5	-2
COc1cc(/C=C2/NC(=O)NC2=O)cc(Br)c1OCc1ccccc1	18	-1	0	-2	i	7	-5	2	-29	-5
CC(=O)N1N=C(c2ccc3nccnc3c2)CC1c1ccccc1 (stereo unspecified)	-3	-3	4	3	i	0	-4	4	-1	4
COc1ccc(OC)c(N/C(C)=C/C(=O)c2ccc(Br)cc2)c1	10	-3	0	-36	i	-5	-1	18	-45	6
O=C(NCC12CC3CC(C1)CC(CNC(=O)N1CCCC1)(C3)C2)N1CCCC1	29	2	4	-4	i	-3	7	-5	11	-5
CCCCCn1c(=S)[nH]c2cc(C(=O)N3CCN(C(=O)OCC)CC3)ccc2c1=O	nt	0	nt	-18	i	-2	-1	5	3	3
O=C(NC1CCN(C(=O)NC2CCCCC2)CC1)c1cccc(F)c1	27	10	-1	9	i	-3	-1	-15	8	1
CCc1ccccc1N(CC)C(=O)c1cn(CC)c(=O)c2cc(OC)c(OC)cc12	16	4	-1	-11	i	0	1	7	18	-2
O=C(CSc1ccc2nnc(-c3ccccn3)n2n1)Nc1ccc2c(c1)OCO2	24	-4	-1	-5	i	0	-9	6	3	1
COc1cc(CNn2c(C)n[nH]c2=S)cc(Br)c1OCc1ccc(F)cc1	12	1	-5	-10	i	-1	1	18	28	-1
COc1ccc(NC(=O)COC(=O)Cn2c(C)nc3ccccc32)cc1OC	9	1	2	-2	i	-1	3	20	-11	0
CC(C)(C)[C@H]1C=C(C(N)=O)O[C@@H](OCc2ccc(CO)cc2)C1	7	-2	2	-1	i	-4	-3	-1	-20	0

Other compounds
Structure	AI-2 QS modul	HSP90 refold inh	GSK3B inh	KLF5 inh	PolyA inhibitor	GSK3A inh	IEC-6 cytotox	HSF1 activator	aSyn 5UTR inh	HSF1 inhib
CC(C)CCNC(=O)C(=O)Nc1ccccc1	20	-1	-3	-79	i	-3	-6	27	-155	-4
Cc1cccc(Cn2c(=O)oc3ccc(C)cc32)c1	-3	9	2	-39	i	0	6	0	-5	2
O=C(CNS(=O)(=O)c1ccccc1)OCc1cccc([N+](=O)[O-])c1	21	6	1	-16	i	-1	6	0	-11	-10
CCOc1cccc(C2/C(=C(/O)c3ccc4c(c3)CC(C)O4)C(=O)C(=O)N2CCCn2ccnc2)c1 (stereo unspecified)	32	2	-2	-16	i	nt	-8	3	-1	-1
CCC1CCCCN1S(=O)(=O)c1ccc(C(=O)Nc2nnc(-c3ccccc3Cl)o2)cc1 (stereo unspecified)	48	-3	1	-4	i	-2	-5	-26	?	-28
Cc1c(C(=O)Nc2ccccc2F)sc2nc3n(c(=O)c12)CCC3	11	-9	3	-145	i	-2	-8	24	-111	17
Cn1c(=O)c2c(ncn2CC(=O)N2CCCCCC2)n(C)c1=O	1	-1	4	2	i	0	1	-3	-23	0
COc1ccc(S(=O)(=O)N2CCCCCC2)cc1C(=O)OCc1c(C)noc1C	nt	3	nt	5	nt	-2	12	nt	nt	nt
COc1ccc(C(=O)NCCNc2ccc([N+](=O)[O-])cc2)cc1OC	nt	-2	nt	-30	i	1	1	8	27	-3
CCN=c1scc(-c2cccs2)n1/N=C/c1cc(OC)ccc1O	nt	-3	nt	-15	nt	0	-5	nt	nt	nt
O=C(CC1C(=O)NC2CCCCC2N1C(=O)c1ccc(F)cc1)Nc1ccccc1 (stereo unspecified)	28	-4	2	-20	i	-4	3	10	-15	9
Clc1ccc(-c2csc3ncnc(NCCN4CCOCC4)c23)cc1	-6	3	-3	-15	i	13	-5	-10	0	-15
CCN(CC(=O)NCc1ccc(F)cc1)C(=O)C1CC1C (stereo unspecified)	9	3	-1	-18	i	-4	4	-22	18	-4
O=C(NC1CCCCC1)N1CCN(S(=O)(=O)c2ccc(F)cc2)CC1	17	-2	2	-2	i	0	-1	nt	2	nt
O=C(Nc1ccccc1Cl)Oc1ccc2ccccc2c1	21	0	0	-21	i	0	-9	0	-10	-7
Cc1cc(C)[n+]2n1C(=O)C(c1ccccc1)=C2[O-]	7&32	0&0	2&2	13&-29	i	-2	4&-4	7&-1	-93	0&6
COC(=O)c1cnc[nH]1	4	4	-1	-36	i	-1	-3	-17	7	-5
Cc1cccc(C)c1OCC(=O)NNC(=S)NC(=O)C1CC1	?	0	1	32	i	3	29*	-2	7	2
O=C(NCCCn1ccnc1)c1cc(C(=O)C2CC2)c[nH]1	19	-4	-8	-15	i	nt	0	3	-1	-6
COc1ccc(CNC(=O)COc2cc3c(c4oc(=O)cc(C)c24)CCC(C)(C)O3)cc1OC	12	0	4	-26	i	-3	0	-2	19	-3

Next results follow.
Structure	AI-2 QS modul	HSP90 refold inh	GSK3B inh	KLF5 inh	PolyA inhibitor	GSK3A inh	IEC-6 cytotox	HSF1 activator	aSyn 5UTR inh	HSF1 inhib
Fc1ccc(-c2nnc(-c3ccc(F)cc3)o2)cc1	23	4	5	-163	i	4	0	36	-185	17
Cc1cc(C)c2nc(C(F)(F)F)nc(NCCCN3CCOCC3)c2c1	-11	0	0	-29	i	3	0	-5	10	-10
Cc1ccc(-c2cc(C(=O)NC3=NCCS3)c3cc(Br)ccc3n2)o1	14	0	0	-22	i	-2	2	22	14	0
CCN(CC)S(=O)(=O)c1cccc(NC(=O)CCSc2ccc(Cl)cc2)c1	46	1	1	-52	i	0	-5	12	33	9
CN1CCCN(C(=O)c2ccc(Cl)cc2)CC1	6	-4	-3	2	i	0	-4	-1	-8	-1
CC(NC(=O)CCNC(=O)c1ccco1)c1ccccc1 (stereo unspecified)	21	nt	2	nt	i	0	nt	-9	-2	6
CN(Cc1ccccc1)c1ccc(C(CC(N)=O)NC(=O)Cc2ccc(Br)cc2)cc1[N+](=O)[O-] (stereo unspecified)	14	nt	0	nt	i	0	nt	11	5	6
COc1ccccc1OCCCC(=O)Nc1ccc2c(c1)OCCO2	22	1	1	-22	i	0	-1	6	-26	1
O=C(O)CCC(=O)Nc1ccc(Sc2ccc([N+](=O)[O-])cc2)cc1	6	-3	2	-11	i	-1	-2	-11	4	-4
COc1ccc(NS(=O)(=O)c2cccc(C(=O)NNC(=O)c3cccn3C)c2)cc1	16	0	0	-22	i	0	-2	-10	-2	-1
COc1ccc(NC(=S)N2CCC(C(=O)c3ccc(C)cc3)CC2)c(OC)c1	20	1	1	-15	i	1	-2	1	-5	-3
Cc1cccc(C)c1NC(=O)CSc1nnc(-c2cnccn2)n1C	13	-3	-3	1	i	-1	1	1	-11	0
O=c1[nH]ncc2c3ccccc3n(Cc3cccc(Cl)c3)c12	22	-1	1	18	i	-2	-5	1	33	0
COCCNC(=O)CSCc1c(F)cccc1Cl	23	0	-3	6	i	-2	4	-8	-18	2
CN1CCN(C(=O)c2ccc(CN3CCOCC3)cc2)CC1	27	-2	-1	-9	i	0	-6	26	-9	2
COc1ccc(/C=C/C(=O)c2ccc(Cl)s2)cc1O	27	-4	0	-82	i	1	-2	-25	-147	-5
COC(=O)c1sc2ncn(CC(=O)NCCc3ccc(OC)c(OC)c3)c(=O)c2c1C	14	4	0	-8	nt	0	-3	33	-11	-3
CC(=O)N(C)c1ccc(OCC(O)Cn2c(C)nc3ccccc32)cc1 (stereo unspecified)	1	2	0	-47	i	-2	4	-15	1	-9
CCCN1C(=O)/C(=C/c2ccc(C)o2)SC1=Nc1ccc(OC)cc1	27	2	4	-10	i	nt	1	8	22	5
O=C(O)c1cc([N+](=O)[O-])cc([N+](=O)[O-])c1N1CCN(c2cccc(C(F)(F)F)c2)CC1	-3	4	-3	-5	i	-7	1	8	2	-5
OCC1(Cc2ccccc2)CCN(Cc2cnn(-c3ccccc3F)c2)CC1	22	1	1	-15	i	-1	3	3	-6	-11
COc1c2ccccc2nc2ccccc12	-4	-1	1	-28	i	-1	8	31	-38	7

A portion of the library; count on the stated rates, not on these rows.
